Screening results: PubChem, several laboratories
RSV CPE inhibition = inhibition of RSV-induced cytopathic effect – HEp-2 cells, primary 10 µM value included (AID 2391) | CPE inhibition, % at 10 µM, or IC50 in µM where a hit was titrated | actives 0.13% (n = 310,000) | HEp-2 cells, RSV-induced CPE inhibition; higher % means a stronger effect; in the data active means a potency from the dose series; inconclusive means CPE inhibition mostly from about 23% at the one dose, without a potency; inactive means the rest, 99 in 100 with CPE inhibition below about 21%; further: strong numbers were not always called active
Salmonella PhoP GFP = inhibitors of PhoP regulon expression, primary screen, Salmonella Typhimurium, GFP reporter (AID 1863); S. Typhimurium PhoP-regulated promoter GFP reporter, 4 h; higher % means a stronger effect; actives 0.16% (n = 300,000); inhibition, % at 50 µM; hits with a dose series show IC50 in µM;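 active means inhibition over 29.93%, a cutoff 3 SD above the screen mean, later confirmed by dose response; inconclusive means inhibition over 29.93% but no dose response follow-up; inactive means inhibition at most 29.93% or unconfirmed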;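 further: 0% = low Mg2+ inducing control and 100% = high Mg2+ repressing control; strong numbers were not always called active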
Large T inhibition = SV40 large T antigen inhibitors, biochemical (AID 1903). SV40 large T antigen ATPase/helicase inhibition assay; higher % means a stronger effect. one-dose inhibition, % at 20 µM; IC50 in µM for titrated hits. actives 0.39% (n = 310,000); in the data active means a potency from the dose series; inconclusive means inhibition mostly from about 32% at the one dose, without a potency; inactive means the rest, 99 in 100 with inhibition below about 32%; further: strong numbers were not always called active
Ins promoter up = MIN6 insulin promoter up-regulation | MIN6 insulin promoter-GFP reporter, high-content imaging; stronger effect = higher value | z-score at 5 µM | actives 0.3% (n = 190,000) | AID 1625;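 active means z-score above 3 at 5 µM with at least 500 cells counted in the well; inconclusive means wells under 500 cells, flagged as cytotoxic or low count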
TNAP activators = human TNAP enzyme activators, primary screen, biochemical, luminescent, no phosphate acceptor, uHTS (AID 1001). purified TNAP, luminescent activation assay, no phosphate acceptor; higher activation fold means a stronger effect. one-dose activation fold at 20 µM; EC50 in µM for titrated hits. actives 0.03% (n = 200,000); in the data active means activation fold from about 3, or a potency from the dose series; inactive means the rest, 99 in 100 with activation fold below about 1.6; further: many of its hits are not listed in these tables
ER stress rescue = protection against thapsigargin-triggered cell killing – 384-well, CSM14.1, ATP luminescence, primary screen (AID 1222); 190,000 tested, under 10 active; cellular ATP content (survival), % at 20 µM, or EC50 in µM where a hit was titrated; CSM14.1 thapsigargin-induced death rescue, ATP luminescence; higher % means a stronger effect;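 active means EC50 below 50 µM in the dose-response confirmation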;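 further: death triggered by thapsigargin at about 15 µM added after 2 h compound pretreatment; cell ATP read after overnight thapsigargin exposure of roughly 18 to 22 hours; normalized against plate controls of thapsigargin alone and 5% DMSO vehicle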
West Nile virus CPE = inhibition of WNV-induced cytopathic effect – cell-based, CPE readout (AID 1621); West Nile virus-infected cells, CPE inhibition; higher % means a stronger effect; actives 0.02% (n = 290,000); CPE inhibition, % at 10 µM, or IC50 in µM where a hit was titrated; in the data active means a potency from the dose series; inconclusive means CPE inhibition mostly from about 3.7% at the one dose, without a potency; inactive means the rest, 99 in 100 with CPE inhibition below about 2.2%; further: strong numbers were not always called active
human PMI inhibition = inhibitors of human PMI, primary screen, biochemical, fluorescence intensity, coupled assay (AID 1209); purified PMI enzyme, coupled fluorescence intensity; higher % means a stronger effect; inhibition, % at 20 µM; hits with a dose series show IC50 in µM; actives 0.42% (n = 190,000);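 further: plate controls were DMSO vehicle for no effect and wells lacking substrate for full effect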
PMI inhibition = human PMI inhibitors, high substrate, primary screen, biochemical, fluorescence intensity, high mannose 6-phosphate (AID 1220) | recombinant PMI enzyme, coupled fluorescence intensity; higher % means a stronger effect | inhibition, % at 20 µM; hits with a dose series show IC50 in µM | actives 0.66% (n = 190,000)
Ins promoter up cell count = also measured in Ins promoter up; calls as there; cell count; measured here: cytotoxicity, nuclei count;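 total cells summed across four imaged fields per well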
* = called active by the depositor. Unless noted, no stated cut-off is given here; in the data, active means inhibition above about 50%; inactive means the rest.

Results for CC(C)(C)NC(=O)NC(=O)CN1CCN(c2ncc(C(F)(F)F)cc2Cl)CC1 ?
RSV CPE inhibition: 5.1%; Salmonella PhoP GFP: 0%; Large T inhibition: 21%; Ins promoter up: 0.23; TNAP activators: 1; ER stress rescue: -2.3%; West Nile virus CPE: -0.6%; human PMI inhibition: 16%; PMI inhibition: 6%; Ins promoter up cell count: 954

How did CC(=O)N(c1nnc(-c2cccc(C)c2)s1)C1CCCC1 do in these assays?
RSV CPE inhibition: 0.4%; Salmonella PhoP GFP: -6%; Large T inhibition: 8%; West Nile virus CPE: -0.7%

Results for CCN1C(=O)/C(=C\c2cccn2-c2ccc([N+](=O)[O-])cc2)N(CC)C1=S ?
RSV CPE inhibition: 0.2%; Salmonella PhoP GFP: -4%; Large T inhibition: 1%; Ins promoter up: 0.19; TNAP activators: 1.1; ER stress rescue: 15%; West Nile virus CPE: -0.3%; human PMI inhibition: 8%; PMI inhibition: 1%; Ins promoter up cell count: 1223

What do the screens show for `CCn1c2ccccc2c2cc(/C=N/n3c(-c4cc(C)[nH]n4)n[nH]c3=S)ccc21`?
Salmonella PhoP GFP: -1%; Large T inhibition: 20%; Ins promoter up: -2.3; West Nile virus CPE: -1.0%; Ins promoter up cell count: 1248

Results for COc1ccc(NC(=O)CSc2ccc3nnc(-c4cccnc4)n3n2)cc1OC ?
RSV CPE inhibition: 1.3%; Salmonella PhoP GFP: 0%; Large T inhibition: 2%; West Nile virus CPE: 0.9%

What do the screens show for `COCc1ccc(C(=O)N(C)C2CCCN(Cc3ccccc3F)C2)o1` (centres undefined)?
RSV CPE inhibition: -0.7%; Salmonella PhoP GFP: 6%; Large T inhibition: -7%; West Nile virus CPE: -0.9%

How did CCOc1ccc(NC(=S)N2CCC(C(N)=O)CC2)cc1 do in these assays?
RSV CPE inhibition: 1.8%; Salmonella PhoP GFP: -18%; Large T inhibition: 9%; Ins promoter up: 0.91; TNAP activators: 1.1; ER stress rescue: -2.0%; West Nile virus CPE: 0.1%; human PMI inhibition: 10%; PMI inhibition: -1%; Ins promoter up cell count: 1434

Results for COc1ccc(CNC(=O)COC(=O)c2ccccc2OCC(=O)Nc2ccc(SC(F)F)cc2)cc1 ?
RSV CPE inhibition: -0.8%; Salmonella PhoP GFP: -7%; Large T inhibition: 27%; Ins promoter up: -0.23; West Nile virus CPE: 1.1%; Ins promoter up cell count: 1129

What do the screens show for `Cc1nn(-c2ccc(Cl)cc2)c(NC(=O)C(C)C)c(-c2ccccc2)c1=O`?
Salmonella PhoP GFP: 0%; Large T inhibition: 8%; Ins promoter up: 0.7; West Nile virus CPE: -0.3%; Ins promoter up cell count: 951

What do the screens show for `COc1ccc2ncn(-c3ccccc3)c2c1`?
RSV CPE inhibition: 5.0%; Salmonella PhoP GFP: 5%; Large T inhibition: 5%; Ins promoter up: 0.23; TNAP activators: 1.1; ER stress rescue: -0.1%; West Nile virus CPE: 1.0%; human PMI inhibition: -1%; PMI inhibition: 1%; Ins promoter up cell count: 1102

How did CCc1ccc(/C=N/Nc2ncnc3nc[nH]c23)cc1 do in these assays?
RSV CPE inhibition: 2.9%; Large T inhibition: 15%; Ins promoter up: -1.4; West Nile virus CPE: 0.6%; Ins promoter up cell count: 878

What do the screens show for `COc1ccc(NCc2ccc([N+](=O)[O-])s2)c(OC)c1`?
RSV CPE inhibition: 1.1%; Salmonella PhoP GFP: -2%; Large T inhibition: 8%; Ins promoter up: 0.53; TNAP activators: 1; ER stress rescue: -4.0%; West Nile virus CPE: -1.0%; human PMI inhibition: -9%; PMI inhibition: 0%; Ins promoter up cell count: 2227

Results for COc1ccc(/C(C)=N/NC(=O)c2ccc(NS(=O)(=O)c3cccs3)cc2)cc1 ?
RSV CPE inhibition: 0.6%; Salmonella PhoP GFP: -7%; Large T inhibition: 5%; Ins promoter up: 0.13; West Nile virus CPE: 0.4%; Ins promoter up cell count: 1026

Results for NS(=O)(=O)c1cccc(NC(=O)C2CC(=O)N(Cc3ccco3)C2)c1 (centres undefined) ?
Salmonella PhoP GFP: -4%; Large T inhibition: 12%; Ins promoter up: 0.32; West Nile virus CPE: 0.5%; Ins promoter up cell count: 1090

How did O=C(NCc1ccco1)C1CCN(c2nc3ccccc3n2Cc2ccc(F)cc2)CC1 do in these assays?
RSV CPE inhibition: 1.2%; Salmonella PhoP GFP: -5%; Large T inhibition: 37%; Ins promoter up: 0.82; TNAP activators: 0.8; ER stress rescue: 0.2%; West Nile virus CPE: -0.4%; human PMI inhibition: 8%; PMI inhibition: 0%; Ins promoter up cell count: 839

Results for Cc1c(C(=O)N2CCOCC2)sc(NC(=O)Cc2ccccc2)c1C#N ?
RSV CPE inhibition: 3.0%; Salmonella PhoP GFP: -7%; Large T inhibition: 27%; Ins promoter up: -0.04; TNAP activators: 1; ER stress rescue: 0.9%; West Nile virus CPE: -0.8%; human PMI inhibition: 0%; PMI inhibition: -1%; Ins promoter up cell count: 1403

Results for Cc1ccc(S(=O)(=O)N2CC(=O)Nc3ccccc32)cc1C ?
RSV CPE inhibition: 1.9%; Salmonella PhoP GFP: -9%; Large T inhibition: 6%; Ins promoter up: -0.93; TNAP activators: 1.1; ER stress rescue: 1.1%; West Nile virus CPE: -0.2%; human PMI inhibition: -1%; PMI inhibition: -3%; Ins promoter up cell count: 1197

How did CCOC(=O)C1=C(C)NC(=O)NC1c1ccc(C)o1 (centres undefined) do in these assays?
RSV CPE inhibition: 1.6%; Salmonella PhoP GFP: 3%; Large T inhibition: 5%; Ins promoter up: 0.7; TNAP activators: 1.1; ER stress rescue: 1.7%; West Nile virus CPE: 0.1%; human PMI inhibition: 0%; PMI inhibition: 0%; Ins promoter up cell count: 814

Results for O=[N+]([O-])c1ccc(NC(=S)NCCc2ccc(Cl)cc2)cc1 ?
RSV CPE inhibition: -4.0%; Salmonella PhoP GFP: 0%; Large T inhibition: 1%; Ins promoter up: 0.21; TNAP activators: 1; ER stress rescue: -0.1%; West Nile virus CPE: inconclusive; human PMI inhibition: 17%; PMI inhibition: 18%; Ins promoter up cell count: 1770

How did CCOCCn1c(SCc2cccc(C)c2)nc2c1c(=O)[nH]c(=O)n2C do in these assays?
RSV CPE inhibition: 1.6%; Salmonella PhoP GFP: -3%; Large T inhibition: 3%; Ins promoter up: 0.29; TNAP activators: 1.1; ER stress rescue: 2.1%; West Nile virus CPE: 0.2%; human PMI inhibition: 13%; PMI inhibition: 14%; Ins promoter up cell count: 969

How did COc1ccc(-c2csc3ncnc(Cl)c23)cc1 do in these assays?
RSV CPE inhibition: 4.6%; Salmonella PhoP GFP: 2%; Large T inhibition: 13%; Ins promoter up: 0; TNAP activators: 1.1; ER stress rescue: -0.5%; West Nile virus CPE: 2.1%; human PMI inhibition: 13%; PMI inhibition: 7%; Ins promoter up cell count: 1311

Results for O=C(NCc1ccc2c(c1)OCO2)C1CC(=O)N(C2CCCCCCC2)C1 (centres undefined) ?
RSV CPE inhibition: 0.2%; Salmonella PhoP GFP: 20%; Large T inhibition: -15%; Ins promoter up: 0.09; TNAP activators: 1.1; ER stress rescue: -0.5%; West Nile virus CPE: 0.3%; human PMI inhibition: 8%; PMI inhibition: 0%; Ins promoter up cell count: 1690

How did COc1ccc(C)cc1NC(=O)COC(=O)c1c(C)noc1C do in these assays?
RSV CPE inhibition: -0.6%; Salmonella PhoP GFP: 1%; Large T inhibition: 9%; Ins promoter up: -0.24; TNAP activators: 1; ER stress rescue: -2.5%; West Nile virus CPE: 0.0%; human PMI inhibition: -14%; PMI inhibition: -13%; Ins promoter up cell count: 863

How did O=C(c1[nH]nc2c1CCc1ccccc1-2)N1CCN(Cc2ccc3c(c2)OCO3)CC1 do in these assays?
RSV CPE inhibition: 9.1%; Salmonella PhoP GFP: 2%; Large T inhibition: 2%; West Nile virus CPE: -1.7%

What do the screens show for `CC(C)c1ccc(NC(=O)NC2(C(=O)NCc3cccnc3)CCCCC2)cc1`?
RSV CPE inhibition: 2.1%; Salmonella PhoP GFP: -4%; Large T inhibition: 9%; West Nile virus CPE: -0.3%

How did Cc1nc2ccn(Cc3ccccc3)c(=O)c2cc1C(=O)N1CCN(c2ccccc2)CC1 do in these assays?
RSV CPE inhibition: 1.4%; Salmonella PhoP GFP: -3%; Large T inhibition: -5%; West Nile virus CPE: 0.1%

Results for CCOc1ccc(C(=O)O)cn1 ?
RSV CPE inhibition: 1.1%; Salmonella PhoP GFP: -4%; Large T inhibition: 4%; Ins promoter up: 1.5; TNAP activators: 1.1; ER stress rescue: -0.6%; West Nile virus CPE: -0.5%; human PMI inhibition: -10%; PMI inhibition: -10%; Ins promoter up cell count: 1403

How did COc1ccc(NC(=O)c2ccc(C)o2)c([N+](=O)[O-])c1 do in these assays?
RSV CPE inhibition: 4.1%; Salmonella PhoP GFP: -22%; Large T inhibition: 7%; Ins promoter up: -0.21; TNAP activators: 1; ER stress rescue: -4.5%; West Nile virus CPE: -0.2%; human PMI inhibition: 11%; PMI inhibition: 12%; Ins promoter up cell count: 1525

What do the screens show for `Cc1cc(NC(=O)c2nn(C)c(C)c2[N+](=O)[O-])no1`?
RSV CPE inhibition: -0.2%; Salmonella PhoP GFP: 16%; Large T inhibition: 8%; Ins promoter up: -0.75; TNAP activators: 1.1; ER stress rescue: 2.0%; human PMI inhibition: 8%; PMI inhibition: 4%; Ins promoter up cell count: 1547

Results for CC(C)Oc1ccc(CNCC2(O)CCOC(C)(C)C2)cc1 (centres undefined) ?
RSV CPE inhibition: 0.0%; Salmonella PhoP GFP: 19%; Large T inhibition: 8%; Ins promoter up: 0.17; TNAP activators: 1.1; ER stress rescue: -0.9%; West Nile virus CPE: -0.3%; human PMI inhibition: -16%; PMI inhibition: -20%; Ins promoter up cell count: 1213

How did CCOC(=O)c1c(S(=O)(=O)NCC(=O)Nc2cc(C)ccc2C)c(C)n(C)c1C do in these assays?
RSV CPE inhibition: 3.4%; Salmonella PhoP GFP: -8%; Large T inhibition: 8%; West Nile virus CPE: -0.2%

What do the screens show for `CS(=O)(=O)N(CC(=O)Nc1ccccc1-c1ccccc1)c1ccc(F)cc1`?
RSV CPE inhibition: -1.3%; Salmonella PhoP GFP: 0%; Large T inhibition: 9%; TNAP activators: 1.1; ER stress rescue: -1.1%; West Nile virus CPE: -0.7%; human PMI inhibition: 18%; PMI inhibition: 17%

Results for N#Cc1c(N)n(CCOC(=O)c2cccc(Br)c2)c2nc3ccccc3nc12 ?
RSV CPE inhibition: 0.6%; Salmonella PhoP GFP: 1%; Large T inhibition: -6%; Ins promoter up: -0.12; TNAP activators: 1.1; ER stress rescue: -3.4%; West Nile virus CPE: 0.2%; human PMI inhibition: 18%; PMI inhibition: 16%; Ins promoter up cell count: 1930
